# Assay outcomes deposited in PubChem by Broad Institute.
# FN deposit inh = inhibitors of fibronectin matrix deposition, primary screen, AH1F cells, Alexa488-fibronectin fluorescence, plate reader | AH1F fibroblasts, overnight | inhibition, % at 12.6 µM | hit rate 0.086% among 350,000;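 active means mean inhibition across replicates of 30% or more, regardless of how many single replicates reach that level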;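 further: positive control wells lacked labelled fibronectin entirely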
#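 Assay system: AH1F fibroblast monolayer, labelled fibronectin deposition. Amount: 10000 cells per well. Also added: labelled fibronectin 24 nM. Compound: single-point pinned compound. Incubation: cell attachment 1 h, compound and FN exposure overnight. Detection: fluorescence after three HBSS washes, excitation 485 nm, emission 525 nm. Read-out: inhibition of fibronectin deposition signal.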
# GSIS activator = GLuc luminescence reporter in INS-1E cells, primary screen for activators of glucose-dependent secretion of insulin. INS-1E GLuc reporter insulin secretion, 2-3 h. activation, % at 16.6 µM. hit rate 0.61% among 370,000;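 active means lowest replicate activation of at least 40%, so every replicate reaches that level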;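 further: 0% = median of neutral control wells and 100% = median of IBMX positive control wells; some compounds called inactive have numbers as strong as hits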
# The depositor's hits bear a star; / = no result given. A portion of the library; the hit share may differ from the screen's.
compound	FN deposit inh	GSIS activator
Nc1nc(NCc2cccs2)nn1-c1ccccc1	-3	/
COc1cccc(-c2cc(C(=O)Nc3ccccc3SC)no2)c1	-2	/
O=C(NCc1ccccc1)C(Cc1ccccc1)NS(=O)(=O)c1cccc2nsnc12 (configuration not stated)	-4	/
Oc1[nH]c2c(Cl)cc(Cl)cc2c1N=NC(=S)NCC1CCCO1 (configuration not stated)	-7	/
CC(C)CSc1nnc2c(n1)[nH]c1ccccc12	14	/
Cc1cc2ccccn2c1C(=O)c1ccncc1	-2	/
CCCn1c(=O)n(C)c(=O)c2c(SCc3cc(C(C)=O)ccc3OCC)nc(C3CC3)nc21	-4	/
CCCCS(=O)(=O)NC1=NCN(CCO)CN1	9	/

compound	FN deposit inh	GSIS activator
Cc1nnc(SCc2nc3ccccc3s2)n1-c1ccccc1	-8	/
Cn1c(Cn2nnc3ccccc32)nnc1SCC(=O)c1ccccc1F	-3	/
COc1ccc(OC)c(CNC(=O)C2CCN(C(=O)N(C)C)CC2)c1	10	/
CS(=O)(=O)c1ccc2nc(NC(=O)CN3CCN(Cc4ccccc4)CC3)sc2c1	2	/
Cc1ccc(-c2noc(CSc3nc(N)cc(N)n3)n2)cc1	1	/
COc1cc(OC)cc(-n2c3nc4ccccc4nc3c3c(=O)n(CC4CCCO4)cnc32)c1 (configuration not stated)	-21	/
Cn1nc(C(F)(F)F)c(/C=N/OC(=O)c2ccccc2)c1SCc1ccccc1Cl	7	/
O=C(NCCCn1ccnc1)C(=O)NCc1ccccc1	-12	/

compound	FN deposit inh	GSIS activator
COc1ccccc1NCC(=O)N/N=C/c1cccnc1	0	/
Cc1ccc(NC(=O)CN2C(=O)S/C(=C\c3cc(C)n(C)c3C)C2=O)cc1	8	/
Cc1ccc(NC(=O)N2CCC(C(=O)Nc3ccc(C)cc3C)CC2)cc1	-5	/
Cc1cc(=O)[nH]c(SCc2nc3ncccn3c2Br)n1	5	/
Cn1c(C(=O)OC(C(=O)NC2CCCC2)c2ccncc2)cc2sccc21 (configuration not stated)	2	/
CCN(CC)S(=O)(=O)c1ccc(NC(=O)C(OC)c2ccccc2)cc1 (configuration not stated)	-25	/
COC(=O)c1ccc(OC)c(CSc2nnc(-c3ccc(C(C)(C)C)cc3)o2)c1	-12	/
CC(C)CNC(=S)NC1CC2CCC(C1)N2Cc1ccccc1 (configuration not stated)	-8	/

compound	FN deposit inh	GSIS activator
CN(CCCNC(=O)C1CCN(S(=O)(=O)N2CCC3(CC2)OCCO3)CC1)Cc1ccccc1	0	/
CCC(C(=O)O)N1C(=O)c2ccccc2C1=O (configuration not stated)	-10	/
O=C(C1CCN(S(=O)(=O)c2cccnc2)CC1)N1CCCCC1	0	/
Cc1ccc(-n2c(N)c(-c3nc4ccccc4n3C)sc2=S)cc1	8	/
CC[n+]1ccc2cc(OC)c(OC)cc2c1Cc1ccc(OC)c(OC)c1	-10	/
CC(C)n1c(SCC(=O)c2ccc3c(c2)OCCO3)nc2c1c(=O)n(C)c(=O)n2C	-3	/
Nc1[nH]n(-c2ccccc2)c(=O)c1N=Nc1ccccc1[N+](=O)[O-]	-3	/
CCOCCCn1cnc2c([nH]c3cc(OC)ccc32)c1=O	-7	/

compound	FN deposit inh	GSIS activator
CC1(C)CC(=O)C=C(NC2CC(C)(C)NC(C)(C)C2)C1	-3	/
CCOc1cc(NC(=O)c2ccco2)c(OCC)cc1NC(=O)COc1ccccc1	2	/
O=C(Nc1cccc(Cl)c1)NC1CCCCC1	-30	/
COc1ccc(OC)c(Nc2nc(-c3sc(N)nc3C)cs2)c1	-6	/
O=C(/C=C/c1ccccc1)NC(=S)Nc1ccc(N2CCOCC2)cc1	-4	/
CCOC(=O)C1=C(c2ccccc2)N=c2s/c(=C\c3cccc(O)c3)c(=O)n2C1c1cccs1 (configuration not stated)	-10	/
CCN1C(c2ccccc2)=C(c2ccccc2)S/C1=C\C=C1/SC(=S)N(C)C1=O	-17	/
CC1(C)CCCN(C(=O)c2ccc3c(c2NCCO)C(=O)c2ccccc2C3=O)C1	-10	/

# Every second line gives: FN deposit inh	GSIS activator
COc1nc(NC(C)=O)nc(C)c1Br
→ 12	/
CN(C(=O)NC(=O)C1=C(N2CCOCC2)/C(=C/c2ccccc2)CC1)S(C)(=O)=O
→ 4	/
O=C(O)CCC(=O)N1CC=C(c2ccccc2)CC1
→ 10	/
Cc1cc(C(=O)CSc2nnc(-c3ccncc3)n2-c2ccccc2)c(C)n1C
→ 3	/
COc1ccc(/C=C/C(=O)c2ccc(NC(=O)c3cccs3)cc2)cc1OC
→ -20	/
Cc1csc2nc(=O)c3ccccc3n12
→ 8	/
O=C(COc1ccc(-n2cnnn2)cc1)NC1CCCCC1
→ -3	/
c1ccc(-c2nc(-n3ccnc3)nc(-n3ccnc3)n2)cc1
→ 5	/
CCCc1cc(=O)[nH]c(SCCOC(=O)c2ccccc2)n1
→ -1	/
CC(=O)NN1C(=O)c2ccc(Oc3cccc([N+](=O)[O-])c3)cc2C1=O
→ -6	/

# As a short view, 14 of the compounds above.
# Every second line gives: FN deposit inh	GSIS activator
Nc1nc(NCc2cccs2)nn1-c1ccccc1
→ -3	/
COc1cccc(-c2cc(C(=O)Nc3ccccc3SC)no2)c1
→ -2	/
O=C(NCc1ccccc1)C(Cc1ccccc1)NS(=O)(=O)c1cccc2nsnc12 (configuration not stated)
→ -4	/
Oc1[nH]c2c(Cl)cc(Cl)cc2c1N=NC(=S)NCC1CCCO1 (configuration not stated)
→ -7	/
CC(C)CSc1nnc2c(n1)[nH]c1ccccc12
→ 14	/
Cc1cc2ccccn2c1C(=O)c1ccncc1
→ -2	/
CCCn1c(=O)n(C)c(=O)c2c(SCc3cc(C(C)=O)ccc3OCC)nc(C3CC3)nc21
→ -4	/
CCCCS(=O)(=O)NC1=NCN(CCO)CN1
→ 9	/
Cc1nnc(SCc2nc3ccccc3s2)n1-c1ccccc1
→ -8	/
Cn1c(Cn2nnc3ccccc32)nnc1SCC(=O)c1ccccc1F
→ -3	/
COc1ccc(OC)c(CNC(=O)C2CCN(C(=O)N(C)C)CC2)c1
→ 10	/
CS(=O)(=O)c1ccc2nc(NC(=O)CN3CCN(Cc4ccccc4)CC3)sc2c1
→ 2	/
Cc1ccc(-c2noc(CSc3nc(N)cc(N)n3)n2)cc1
→ 1	/
COc1cc(OC)cc(-n2c3nc4ccccc4nc3c3c(=O)n(CC4CCCO4)cnc32)c1 (configuration not stated)
→ -21	/

# (cont.)
# Every second line gives: FN deposit inh	GSIS activator
c1cc(-c2nnc(-c3ccncc3)o2)ccn1
→ -10	/
COc1cc(C2CC(=O)N3CN(c4ccccc4C)CSC3=C2C#N)cc(OC)c1OC (configuration not stated)
→ -17	/
CCOC(=O)Cc1csc(NC(=O)c2csc(C)c2)n1
→ -2	/
O=C(CSC1=NC(=O)C(Cc2ccccc2)C(=O)N1)Nc1ncccn1 (configuration not stated)
→ -27	/
COc1ccc2cc(C(c3nnnn3C(C)(C)C)N3CCSCC3)c(=O)[nH]c2c1 (configuration not stated)
→ 1	/
Cc1ccc(-n2cnc(=O)c3cccnc32)cc1
→ 2	/
COc1ccccc1N1CCN(CCC(=O)Nc2ccc3c(c2)OCO3)CC1
→ -5	/
NC(N)=N/N=C/c1ccccc1
→ 10	/
Cc1c(C(=O)NC2CC2)oc2ccc(S(=O)(=O)N3CCCCCC3)cc12
→ -3	/
CC1CCc2c(C(=O)NCCN3CCOCC3)csc2C1 (configuration not stated)
→ 3	/

# Every second line gives: FN deposit inh	GSIS activator
CCC1(CC)NC(=S)N(Nc2ccccc2)C1=O
→ 4	/
Cc1nc(N[C@@H](Cc2c[nH]c3ccccc23)C(=O)O)c2oc3ccccc3c2n1
→ -1	/
Cc1ccc(C2(C(F)(F)F)N=C3Sc4cc(C)ccc4N3C(=O)N2)cc1 (configuration not stated)
→ 14	/
O=C1CN(C(=O)COC(=O)C2=COCCO2)c2ccccc2N1
→ 2	/
COC(=O)CCS(=O)(=O)c1ccc(Cl)c(Cl)c1
→ 1	/
CC(=O)Oc1ccc2oc(/C=C/N(C)C)c([N+](=O)[O-])c2c1
→ -8	/
COc1ccc(-c2ccnc3nc(-n4cccc4)nn23)cc1
→ -2	/
O=C(CSCc1ccc(Cl)cc1)Nc1ccccc1C(=O)N1CCOCC1
→ /	17
Cc1ccccc1N1OC2C(=O)N(c3ccc(F)cc3)C(=O)C2C1c1ccccn1 (configuration not stated)
→ /	14
O=C(Cc1ccc([N+](=O)[O-])cc1)Nc1nnc(C2CC2)s1
→ /	2

# Every second line gives: FN deposit inh	GSIS activator
COc1cccc(C(=O)Cn2c(NCCO)nc3ccccc32)c1
→ /	41
COc1ccc2c3c(n(C)c2c1)[C@H](CO)NCC31CCN(Cc2ccc(F)cc2)CC1
→ /	23
N#Cc1c(-c2ccco2)cc(C2CC2)nc1N
→ /	71*
COc1ccc2c3c([nH]c2c1)[C@@H](CO)N(Cc1ccccc1)CC31CN(C(=O)Cc2ccccc2)C1
→ /	0
COc1cc2c(cc1NC(=O)COC(=O)[C@@H](NS(=O)(=O)c1ccccc1)C(C)C)oc1ccccc12
→ /	-37
CC(C)C(=O)Nc1ccc(C(=O)NNC(=O)c2ccco2)cc1
→ /	-4
COc1ccc2c3c([nH]c2c1)[C@H](CO)N(C)CC31CN(C(=O)c2ccccc2F)C1
→ /	11
CC(C)(C)NC(=O)C1CC(=O)OC1(C)C (configuration not stated)
→ /	2
CCOc1ccc(-n2nc3c(=S)[nH]nc(C)c3c2C)cc1
→ /	1
CC(C)OCC(O)CCc1n[nH]c(=S)n1-c1ccccc1 (configuration not stated)
→ /	4

# Every second line gives: FN deposit inh	GSIS activator
CCOc1ccccc1NC(=O)CCN(c1ccc(C)cc1)S(=O)(=O)c1ccccc1
→ /	-21
Cc1cc(C)cc(-n2c(C)cc(/C=N/NC(=O)c3cccc([N+](=O)[O-])c3C)c2C)c1
→ /	20
COc1ccc(C(=O)NC(C)c2nnc(SCc3ccc(Cl)c(Cl)c3)n2C)cc1 (configuration not stated)
→ /	-17
CC(CCc1ccccc1)NC(=O)CSc1nccc(=O)[nH]1 (configuration not stated)
→ /	-7
C[C@H](CO)N1C[C@H](C)[C@@H](CN(C)Cc2ccc(-c3ccccc3)cc2)Oc2c(NC(=O)Nc3ccccc3)cccc2C1=O
→ /	9
O=C(NC1=NCCS1)C12CC3CC(C1)CC(C(=O)NC1=NCCS1)(C3)C2
→ /	-14
Cc1cc(C)n2nc(CC(=O)NCc3ccccc3Cl)nc2n1
→ /	20
C[C@H](CO)N1C[C@H](C)[C@@H](CN(C)S(C)(=O)=O)Oc2ccc(NC(=O)Nc3ccc4c(c3)OCO4)cc2CC1=O
→ /	-8
O=C(Nc1ccccc1)NC1CCN(CCCN2C(=O)c3ccccc3C2=O)CC1
→ /	-6
COc1ccc2c3c(n(C)c2c1)[C@H](CO)N(C(=O)CC1CC1)CC31CN(C(=O)C2CC2)C1
→ /	-11

# Every second line gives: FN deposit inh	GSIS activator
C[C@@H]1CCCCO[C@@H](CN(C)C(=O)Cc2ccccc2)[C@@H](C)CN([C@H](C)CO)C(=O)c2cc(NC(=O)Nc3ccc(F)cc3)ccc2O1
→ /	-1
CCC(=O)N1CC2(CN(S(C)(=O)=O)C2)c2c(n(C)c3cc(OC)ccc23)[C@H]1CO
→ /	23
O=[N+]([O-])c1ccc2c(c1)C(N1CCOCC1)/C(=C/COc1ccc(F)cc1)O2 (configuration not stated)
→ /	-45
Cc1ccc(NC2=C(Cl)C(=O)OC2OC(C)C)c(C)c1 (configuration not stated)
→ /	22
CC(=O)Nc1c(C(=O)N2CCN(c3ccccn3)CC2)cnn1-c1ccc(C)cc1
→ /	0
O=C1NC(=S)SC1=C1CCCCCC1
→ /	-10
Cc1cc(=O)[nH]c(SCC(=O)N2CCCCCC2)n1
→ /	20
C/C(=N\NC(=O)OC(C)(C)C)c1cccc([N+](=O)[O-])c1
→ /	-3
COc1cc(/C=C(\C#N)c2ccccn2)ccc1OCc1ccc(Cl)cc1
→ /	1
O=C(Cc1c[nH]c2ccccc12)OCC(=O)c1ccccc1
→ /	-7

# Every second line gives: FN deposit inh	GSIS activator
C[C@H](CO)N1C[C@H](C)[C@@H](CN(C)S(=O)(=O)c2cccs2)Oc2c(NS(=O)(=O)c3cccs3)cccc2C1=O
→ /	-15
COc1cc(NC(C(=O)Nc2cccc(C(C)=O)c2)c2ccccc2)cc(OC)c1OC (configuration not stated)
→ /	-3
COc1ccc(-c2cc(C(=O)NC3CCCC3)no2)cc1OC
→ /	-3
COC12NC(=O)N(C)C1(OC)C(=O)N(C)C(=O)N2C (configuration not stated)
→ /	-1
COC(=O)c1sc(NC(=O)c2ccco2)nc1C
→ /	31
OCCNc1ncnc2ccc(Br)cc12
→ /	10
COc1ccc2c3c(n(C)c2c1)[C@@H](CO)N(C(C)=O)CC31CCN(Cc2cncnc2)CC1
→ /	5
Cc1ccc(S(=O)(=O)Nc2ccc3c(c2)C(=O)N([C@H](C)CO)C[C@@H](C)[C@H](CN(C)C(=O)Nc2ccccc2)OCCCC[C@H](C)O3)cc1
→ /	-22
Cc1noc(C)c1NC(=O)N(C)C[C@@H]1Oc2ncc(C#CCC(C)C)cc2C(=O)N([C@H](C)CO)C[C@@H]1C
→ /	-10
C/C(CC(=O)Nc1ccccn1)=N\NC(=O)C(=O)Nc1cccc(Cl)c1C
→ /	-74

# Every second line gives: FN deposit inh	GSIS activator
C[C@@H]1CCCCO[C@H](CN(C)Cc2ccc(C(=O)Nc3ccccc3N)cc2)[C@@H](C)CN([C@H](C)CO)C(=O)c2cc(N(C)C)ccc2O1
→ /	6
O=C(NC1CCCCCC1)C1CCC(CNS(=O)(=O)c2ccc(Br)s2)CC1 (configuration not stated)
→ /	-1
O=C(NCCN1CCCCCC1)C1CC(=O)N(CCc2ccccc2)C1 (configuration not stated)
→ /	3
CC(C)CC#Cc1ccc([C@H]2[C@@H](CO)N3C(=O)CN(S(C)(=O)=O)C[C@@H]23)cc1
→ /	-8
